# From PubChem BioAssay
# MC4R antagonist = blocks human MC4R cAMP signaling | hit rate 0.48% among 360,000 | AID 540295 | P32245 | MC4R-expressing cells, MTII-stimulated cAMP, LANCE TR-FRET | inhibition, % at 6.5 µM;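 active means inhibition above its plate's cutoff, the mean of tested wells on that plate plus 3 SD, cut at about 29% in these data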;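 further: 0% = Melanotan II alone and 100% = Melanotan II plus saturating MCL0020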
# Target sequence (P32245 whole entry, looked up): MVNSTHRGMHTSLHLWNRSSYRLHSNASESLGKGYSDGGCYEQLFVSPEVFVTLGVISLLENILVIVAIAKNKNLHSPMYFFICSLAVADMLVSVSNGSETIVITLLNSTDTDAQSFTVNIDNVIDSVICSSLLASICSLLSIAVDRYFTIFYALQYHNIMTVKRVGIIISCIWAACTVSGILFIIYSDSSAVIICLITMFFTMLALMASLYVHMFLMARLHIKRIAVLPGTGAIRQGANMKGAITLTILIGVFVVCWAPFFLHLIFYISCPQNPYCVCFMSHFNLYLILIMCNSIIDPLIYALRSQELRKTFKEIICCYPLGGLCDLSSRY
#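 Material – human MC4R-expressing U2OS cells · Repeats – no replicates · Detection – TR-FRET with Eu-cAMP and labeled anti-cAMP, 671 nm · Times – compound 30 min, challenge 1 h, detection 1 h · Compound – single nominal compound dose of 6.5 µM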
# N-glyco inh = blocks N-linked glycosylation in D54 reporter cells. D54 ERlucT glycosylation luciferase reporter, 24 h; percent of 100 nM tunicamycin response. reporter increase, % at 12.5 µM. hit rate 0.23% among 360,000;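 active means mean luciferase reporter signal, scaled so untreated is 0 and the glycosylation-blocking control 100, at or above a set limit in every replicate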;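 further: luciferase carries N-glycosylation sites so blocking glycosylation raises the light; 0% = median of neutral control wells and 100% = median of 100 nM tunicamycin wells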
# ABCB6 inh MLPCN = inhibitors of human ABC transporter ABCB6 | fluorescence ratio to DMSO, % at 10 µM | K562-ABCB6 porphyrin accumulation, flow cytometry, 1 h; active compounds read low | Q9NP58 | hit rate 0.19% among 360,000 | AID 602162;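 active means fluorescence ratio to DMSO below 75%, the collection mean minus 3 SD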;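 further: signal is porphyrin accumulated inside mitochondria; 100% equals median channel fluorescence of DMSO control wells; lower ratio means ABCB6 inhibition with less porphyrin fluorescence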
# ABHD5-PLIN5 inh = inhibitors of human ABHD5-perilipin-5 interaction. hit rate 0.78% among 360,000. Q00G26+Q8WTS1. Split G. princeps luciferase complementation, luminescence, 4 h. inhibition, % at 4 µM;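 active means inhibition above the mean inhibition across every tested compound plus 3 SD, cut at about 22% in these data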;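 further: 0% = DMSO only wells and the 100% control is not disclosed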
# MC4R ag barr = agonists of human melanocortin 4 receptor (MC4R) beta-arrestin. P32245. U2OS MC4R beta-arrestin complementation, luminescence; percent of melanotan II response, DMSO zero. activation, % at 8.9 µM. hit rate 0.98% among 360,000. AID 540308;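 active means activation above a per-plate cutoff, the mean activation of sample wells on that plate plus 3 SD, cut at about 8% in these data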
# NOD2 RIPK2 PPI = NOD2-RIPK2 protein interaction inhibition. O43353. CHO BLA complementation NOD2-RIPK2, CCF4 ratio. inhibition, % at 4.98 µM. hit rate 0.38% among 360,000. AID 624267; in the data active means inhibition above about 21%;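 further: 0% = vehicle only and 100% = reference blocker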
# Target sequence (O43353 whole entry, looked up): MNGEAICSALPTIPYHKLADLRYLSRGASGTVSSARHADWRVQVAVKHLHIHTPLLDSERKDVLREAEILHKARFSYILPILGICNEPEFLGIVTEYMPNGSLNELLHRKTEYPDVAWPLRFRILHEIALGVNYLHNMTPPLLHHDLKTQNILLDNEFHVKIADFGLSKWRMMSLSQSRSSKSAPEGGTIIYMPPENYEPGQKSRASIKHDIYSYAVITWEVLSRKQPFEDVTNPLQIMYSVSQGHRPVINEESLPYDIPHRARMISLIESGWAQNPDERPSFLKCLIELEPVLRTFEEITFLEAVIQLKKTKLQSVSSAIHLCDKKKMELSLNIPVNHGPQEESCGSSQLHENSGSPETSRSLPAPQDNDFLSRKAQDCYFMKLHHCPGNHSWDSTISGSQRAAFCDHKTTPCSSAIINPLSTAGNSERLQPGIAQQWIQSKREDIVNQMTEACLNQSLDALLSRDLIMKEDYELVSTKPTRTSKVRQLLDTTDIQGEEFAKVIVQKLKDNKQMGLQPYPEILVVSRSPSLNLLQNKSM
# Vif inh = HIV Vif inhibition | hit rate 0.35% among 340,000 | AID 602346 | inhibition, % at 7.49 µM | HEK293T cells, Vif self-association by quenched fluorescence, imaging, 24 h; in the data active means inhibition above about 50%, passing the limit was not always enough; further: some results filed as inactive read as strong as hits
# Exocytosis inh = lytic granule exocytosis inhibition. TALL-104 LAMP-1 surface exposure, flow cytometry; cells stimulated with thapsigargin and PMA. inhibition, % at 10 µM. hit rate 0.66% among 360,000. AID 651702;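 active means inhibition above about 55%, limit read from the data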
# TLR9-MyD88 block = inhibitors of human TLR9-MyD88 binding; Q9NR96+Q99836; CHO BLA complementation TLR9-MyD88, CCF4 FRET ratio; inhibition, % at 4.98 µM; hit rate 0.21% among 340,000; AID 504734;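 active means inhibition above the mean over all tested compounds plus 3 SD, cut at about 21% in these data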;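 further: 0% = DMSO only wells and 100% = clavulanate BLA inhibitor control wells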
# aDG glyco act = increases alpha dystroglycan glycosylation; Pro5-aDG cells, alpha-DG glycosylation AlphaScreen (IIH6); 0% Pro5, 100% B10-LARGE cell signal; hit rate 0.22% among 360,000; activation, % at 10 µM;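 active means activation of at least 8% versus controls, or a plate z-score of at least 8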;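 further: Pro5 are CHO cells carrying HIG-tagged alpha-DG that lacks glycosylation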
# * marks the source's active call; other numbers are inactive results; nt = not tested or not shown. The list is partial (hit frequency here may not be typical).
SMILES,MC4R antagonist,N-glyco inh,ABCB6 inh MLPCN,ABHD5-PLIN5 inh,MC4R ag barr,NOD2 RIPK2 PPI,Vif inh,Exocytosis inh,TLR9-MyD88 block,aDG glyco act
O=C(CC(CC(=O)c1ccccc1)C(=O)O)c1ccccc1,1.2,1.6,99.0,-8.7,-1.3,-7.8,7.4,-3.8,1.6,-0.2
C/C(=N/NC(=O)c1ccco1)c1ccc(Br)s1,-1.5,3.5,101.0,2.0,-2.8,-2.7,-8.9,-3.1,-5.1,-0.3
O=C(NC1CCCCC1)C(c1ccc(Cl)cc1)N1CCC2(CC1)OCCO2 (configuration not stated),1.8,-0.1,98.0,-7.5,-0.9,5.0,4.4,-4.4,9.1,0.3
Nn1c(SCCOc2ccccc2)nnc1-c1cccnc1,1.6,9.7,101.0,-1.4,-2.5,-11.2,-2.0,-1.9,-5.4,0.0
CCOC(=O)C1CCCN(C(=O)c2ccc(S(=O)(=O)N3CCCC3)cc2)C1 (configuration not stated),-1.7,0.2,95.0,2.3,-1.1,-2.3,-10.1,0.4,9.2,0.1
COc1ccc(NC(=O)NCCCN2CCCCC2C)cc1 (configuration not stated),-2.4,3.6,90.0,7.1,1.1,3.6,16.3,7.4,2.1,0.4
COc1cccc(/C=N/NC(=S)Nc2cccc(C(=O)O)c2)c1O,13.5,-2.8,107.0,5.3,0.7,-15.4,-1.8,1.2,5.1,-0.3
Cc1[nH]n(-c2ccccc2)c(=O)c1/C=N/N1C(=O)c2ccc3c4c(ccc(c24)C1=O)CC3,16.2,11.3,104.0,-3.1,-5.0,-10.1,-12.6,6.8,-8.6,-0.3
O=C(Nc1ccc2oc(-c3ccccc3Cl)nc2c1)c1ncn[nH]1,20.7,-7.0,90.0,-3.8,3.7,2.0,nt,-1.5,5.0,0.2
O=C(c1sccc1-n1cccc1)N1CCCC1,9.1,1.1,115.0,-1.7,-0.7,5.3,3.3,6.4,-1.9,-0.1
COc1ccc(S(=O)(=O)N2CCNC(=O)CC2)cc1,9.7,0.0,100.0,-3.8,-1.3,-8.4,-19.4,1.8,-2.9,0.1
Cc1cc(NC(=O)CC2Oc3ccccc3NC2=O)ccc1Br (configuration not stated),5.0,0.9,96.0,-1.9,4.6,-3.7,-13.6,-4.5,9.7,0.0
CCCCN(C=O)c1c(CC)nc2c(OCc3ccccc3C(=O)OC)cccn12,5.8,0.1,98.0,7.5,0.5,0.5,-5.4,6.7,nt,0.5
COc1ccc(CNC(=O)C(c2ccco2)N(C(=O)c2snc(C(N)=O)c2N)c2cccc(OC)c2)cc1 (configuration not stated),2.1,-4.1,96.0,-7.5,1.9,-5.7,1.6,-8.2,14.3,0.3
CCCCn1c(N)c(N(CCOC)C(=O)COC(=O)C(C)Oc2ccc(Cl)cc2)c(=O)[nH]c1=O (configuration not stated),6.6,4.0,97.0,6.6,-2.7,4.7,5.6,0.6,3.6,0.2
COc1cc2nc(=S)n(CCCN3CCOCC3)c(N)c2cc1OC,0.3,2.3,94.0,-4.6,-1.6,-4.5,-4.0,-2.8,2.1,-0.1
Cc1ccc2cc(CCNC(=O)c3ccco3)c(=O)[nH]c2c1,10.5,-2.5,97.0,1.4,-1.2,-2.6,nt,4.5,4.1,-0.1
CN(C)c1ccc(C=NN2C(=O)CSC2=S)c(Cl)c1,-3.3,0.5,127.0,-16.6,-1.4,6.0,-5.9,-2.0,-10.8,0.5
COc1ccc(NC(=O)CSc2nc3ncccc3[nH]2)cc1OC,10.8,0.9,99.0,-0.8,-0.2,-4.1,-0.1,-1.0,-12.1,0.0
CCCNc1nc(OC(C(F)(F)F)C(F)(F)F)nc(OC(C(F)(F)F)C(F)(F)F)n1,2.4,1.3,99.0,5.2,-1.9,5.9,2.3,-1.5,-1.5,0.2
O=C(/C=C/c1nc2ccccc2s1)N1CCCCCC1,-10.5,-6.5,105.0,-1.2,-2.1,-8.2,3.6,-0.6,1.4,0.6
CC(C)c1cccc(C(C)C)c1NC(=S)Nc1cccc(Cl)c1,7.0,-1.5,88.0,-2.4,-0.1,-6.2,-5.0,-2.1,-6.9,0.0
O=C(/C=C/c1ccc([N+](=O)[O-])cc1)NCc1ccc2c(c1)OCO2,2.1,-2.5,99.0,4.5,-1.8,6.1,-4.2,-3.9,-9.6,0.1
O=C(c1cccc(S(=O)(=O)Nc2ccccc2Cl)c1)N1CCCCCC1,15.0,-0.3,89.0,4.5,-3.0,-8.8,12.7,-4.0,5.0,-0.1
Cc1ccc(NC(=O)CSCC(=O)O)cc1,3.0,0.7,105.0,3.4,4.9,0.7,14.6,0.0,0.0,0.0

# Continued, overlapping the part above by two compounds.
SMILES,MC4R antagonist,N-glyco inh,ABCB6 inh MLPCN,ABHD5-PLIN5 inh,MC4R ag barr,NOD2 RIPK2 PPI,Vif inh,Exocytosis inh,TLR9-MyD88 block,aDG glyco act
O=C(c1cccc(S(=O)(=O)Nc2ccccc2Cl)c1)N1CCCCCC1,15.0,-0.3,89.0,4.5,-3.0,-8.8,12.7,-4.0,5.0,-0.1
Cc1ccc(NC(=O)CSCC(=O)O)cc1,3.0,0.7,105.0,3.4,4.9,0.7,14.6,0.0,0.0,0.0
CCCn1c(/C=C/c2cc[n+](C)cc2)nc2ccccc21,-4.8,1.3,99.0,4.7,1.3,16.3,-3.2,0.2,29.5*,-0.1
CC(C)Cn1c(CN2CCN(C)C(CCO)C2)nc2ccccc21 (configuration not stated),10.5,1.7,99.0,-8.8,0.1,2.0,-4.4,-8.7,-3.5,0.1
O=C1OC(c2ccccc2)/C(=C(/O)c2ccc(Cl)cc2)C1=O (configuration not stated),7.9,2.0,97.0,16.1,-1.4,2.6,15.7,0.2,3.6,0.0
Cc1cc(S(=O)(=O)/N=C(\N)c2ccc(C(N)=O)cc2)cc(C)c1F,18.8,2.7,102.0,-7.2,-0.2,0.3,-7.0,12.8,-1.4,-0.1
COc1cccc(/C=N/n2cnc3c(cnn3-c3ccccc3)c2=O)c1,16.7,5.0,95.0,6.6,-1.2,3.1,-2.6,-1.3,nt,0.0
CCN(c1ccccc1)S(=O)(=O)c1cc2c3c(c1)C(C)C(=O)N3CCC2 (configuration not stated),11.9,-2.1,95.0,4.0,0.6,-2.4,13.0,1.0,9.4,0.0
CC(C)(C)c1ccc(NC(=O)NCc2ccco2)cc1,2.5,1.0,91.0,4.1,-1.9,2.7,-3.0,1.9,5.0,0.4
CN(CC(=O)Nc1ccc(F)cc1)C(=O)c1ccc(OCc2ccccc2)cc1,-10.0,-3.7,95.0,1.4,7.8,-10.0,-6.5,17.5,6.3,0.3
CCCCOC(=O)c1ccc(NC(=O)C(=O)NCC2CCCO2)cc1 (configuration not stated),-1.8,-1.0,93.0,1.1,-1.5,7.2,0.9,-1.3,3.3,3.4
Nc1ccccc1Nc1cc(-c2cccc(Cl)c2)nn1-c1ccccc1,12.1,-4.9,98.0,-1.9,-1.3,-3.3,-1.4,4.5,-0.5,-0.2
O=C(Nc1ncccn1)c1ccc(Cl)c([N+](=O)[O-])c1,2.2,-1.5,94.0,2.1,-2.3,10.9,-5.8,-4.0,0.7,0.1
COc1ccc(CNC(=O)N2CCN(c3ccc(F)cc3)CC2)cc1Cl,4.6,-0.3,101.0,-0.1,-2.6,-0.4,-9.5,0.4,-3.6,0.2
CCOc1ccc(S(=O)(=O)N2CCC(C(=O)Nc3ccccc3N3CCCC3)CC2)cc1,2.4,2.2,100.0,-12.8,1.4,5.7,0.6,3.6,-1.2,-0.4
O=C(Nc1cccc(Cl)c1)Nc1cccc(C(=O)O)c1,-5.9,0.9,85.0,-0.3,0.8,-8.8,-7.8,-4.3,nt,0.0
CC(OC(=O)c1ccc(S(=O)(=O)N2CCOCC2)cc1)c1ccccc1 (configuration not stated),2.2,0.6,102.0,-3.4,-3.1,3.3,-1.7,-0.5,-9.8,-0.2
O=C(Nc1ccc(F)cc1F)NC1CC(=O)N(Cc2ccccc2)C1 (configuration not stated),0.0,4.4,113.0,-3.5,1.9,2.8,-2.8,4.0,5.2,0.0
C=CCOc1ccccc1CN1CCCN(C)CC1,4.6,-0.3,100.0,-1.0,-2.4,-13.1,-1.9,8.4,-2.2,-0.1
O=C(NCCCN1CCc2ccccc2C1)C1CCN(S(=O)(=O)N2CCC3(CC2)OCCO3)CC1,8.2,-0.3,91.0,-5.5,-3.0,5.8,0.3,-2.8,9.2,-0.2
N#Cc1cccn1-c1nccs1,-3.4,3.5,92.0,0.8,1.8,-4.2,13.2,-0.1,-0.6,0.0
NC(=O)CN(c1ccccc1)C1SC(=O)N(Cc2ccccc2)C1=O (configuration not stated),-0.8,2.6,99.0,-3.5,0.3,-7.6,-3.9,-0.9,-5.5,0.1
Cc1cc(OC(=O)c2cc(C(F)(F)F)cc(C(F)(F)F)c2)c([N+](=O)[O-])c(=O)[nH]1,6.1,1.8,100.0,1.4,-0.3,2.4,nt,0.5,8.3,0.2
COc1ccccc1OCC(=O)Nc1ccccc1C(=O)NCc1cccnc1,-2.2,-0.5,100.0,-4.0,-0.1,5.4,-2.3,-8.8,1.2,0.0
CC(=O)c1ccc(NC(=O)c2ccc(N3C(=O)c4cccnc4C3=O)cc2)cc1,3.2,3.4,91.0,-1.0,-3.2,-9.8,-3.3,0.2,-11.3,0.3
C/C=C(\C)C(=O)OC1c2c(ccc3ccc(=O)oc23)OC(C)(C)C1OC(C)=O (configuration not stated),-2.9,nt,99.0,-3.1,1.1,0.5,nt,-0.4,0.3,0.7
Cn1c2ccc(F)cc2c2ncn(CCCN(CCO)CCO)c(=O)c21,10.0,1.0,101.0,-5.6,-1.8,3.1,19.7,0.4,-1.2,0.0
O=C(C1=C[C@H](C2CCCCC2)C[C@H](OCc2ccc(CO)cc2)O1)N1CCOCC1,13.0,0.2,91.0,-1.5,-0.3,5.0,12.8,-4.2,-0.6,-0.2
NS(=O)(=O)c1ccc(CCNC(=O)CNC(=O)c2ccc(F)cc2)cc1,5.6,3.6,97.0,2.2,1.3,-2.0,16.3,-0.1,5.6,0.1
O=C(Nc1ccc2ccccc2c1)Nc1ccc2snnc2c1,3.2,-8.4,91.0,-9.1,-1.6,5.0,5.7,14.4,22.2*,-0.1

# Arranged by the number under N-glyco inh (largest number first): 3 from the list above.
SMILES	MC4R antagonist	N-glyco inh	ABCB6 inh MLPCN	ABHD5-PLIN5 inh	MC4R ag barr	NOD2 RIPK2 PPI	Vif inh	Exocytosis inh	TLR9-MyD88 block	aDG glyco act
CC(=O)c1ccc(NC(=O)c2ccc(N3C(=O)c4cccnc4C3=O)cc2)cc1	3.2	3.4	91.0	-1.0	-3.2	-9.8	-3.3	0.2	-11.3	0.3
CC(OC(=O)c1ccc(S(=O)(=O)N2CCOCC2)cc1)c1ccccc1 (configuration not stated)	2.2	0.6	102.0	-3.4	-3.1	3.3	-1.7	-0.5	-9.8	-0.2
CN(CC(=O)Nc1ccc(F)cc1)C(=O)c1ccc(OCc2ccccc2)cc1	-10.0	-3.7	95.0	1.4	7.8	-10.0	-6.5	17.5	6.3	0.3
